HTR2A ag = mouse HTR2A agonism via beta-arrestin recruitment. P35363. CHO-K1 mHTR2A beta-arrestin complementation, luminescence; percent of 30 µM serotonin response. activation, % at 7.6 µM. hit rate 0.66% among 360,000;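 active means activation above a run cutoff, the mean activation of all tested compounds plus 3 SD, cut at about 14% in these data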;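 further: 0% = plate median of compound wells and 100% = 30 µM serotonin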
Target sequence (P35363 whole entry, looked up): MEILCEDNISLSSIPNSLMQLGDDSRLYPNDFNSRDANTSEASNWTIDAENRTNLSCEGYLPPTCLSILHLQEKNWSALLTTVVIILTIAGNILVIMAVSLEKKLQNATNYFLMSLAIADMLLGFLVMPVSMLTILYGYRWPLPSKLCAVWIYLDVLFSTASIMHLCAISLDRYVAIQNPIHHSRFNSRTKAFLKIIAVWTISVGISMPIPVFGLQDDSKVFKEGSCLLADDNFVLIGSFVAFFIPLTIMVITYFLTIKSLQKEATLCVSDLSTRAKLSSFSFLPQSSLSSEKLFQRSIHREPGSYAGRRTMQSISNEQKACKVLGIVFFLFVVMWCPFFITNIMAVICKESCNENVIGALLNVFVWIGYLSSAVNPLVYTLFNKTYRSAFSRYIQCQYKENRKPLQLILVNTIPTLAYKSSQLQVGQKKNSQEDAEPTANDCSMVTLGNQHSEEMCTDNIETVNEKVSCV
CaV13 ICDI inh = Disruptors of the CACNA1D IQ motif to Ca2+-dependent inactivation inhibitor domain association, primary screening, Förster resonance energy transfer in intact living …. inhibition, % at 12.3 µM. HEK cells, CFP/YFP FRET ICDI-IQ, plate reader, 10 min; percent FRET-ratio fall versus neutral wells. AID 743397. hit rate 0.098% among 340,000;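 active means mean replicate inhibition of at least 30% and at least 1% of replicates passing that level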;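 further: 0% = median of the neutral control wells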
PDI turbidity = PDI (human) enzyme inhibition. P07237. PDI insulin aggregation turbidity, A650, 90 min. inhibition, % at 10 µM. hit rate 0.052% among 350,000;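 active means mean inhibition across replicates of 30% or more, whatever share of single replicates reach that level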;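 further: absorbance from insulin aggregation driven by PDI reduction with DTT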
Exocytosis inh = lytic granule exocytosis inhibition; TALL-104 LAMP-1 surface exposure, flow cytometry; cells stimulated with thapsigargin and PMA; inhibition, % at 10 µM; hit rate 0.66% among 360,000;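 active means inhibition above about 55%, limit read from the data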
MC4R ag barr = activates human MC4R beta-arrestin recruitment. P32245. U2OS MC4R beta-arrestin complementation, luminescence; percent of melanotan II response, DMSO zero. activation, % at 8.9 µM. hit rate 0.98% among 360,000;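 active means activation above a per-plate cutoff, the mean activation of sample wells on that plate plus 3 SD, cut at about 8% in these data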
Target sequence (P32245 whole entry, looked up): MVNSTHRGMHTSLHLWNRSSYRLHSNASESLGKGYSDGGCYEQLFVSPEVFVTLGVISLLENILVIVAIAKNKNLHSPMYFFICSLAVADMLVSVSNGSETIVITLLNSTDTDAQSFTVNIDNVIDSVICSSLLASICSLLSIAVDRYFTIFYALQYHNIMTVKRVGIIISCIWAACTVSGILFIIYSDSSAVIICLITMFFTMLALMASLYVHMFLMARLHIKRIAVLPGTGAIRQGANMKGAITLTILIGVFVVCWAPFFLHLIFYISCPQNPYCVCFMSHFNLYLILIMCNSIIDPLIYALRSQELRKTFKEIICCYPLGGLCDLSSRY
ABHD5-PLIN5 inh = blocks binding of human ABHD5 to perilipin-5. Q00G26+Q8WTS1. Split G. princeps luciferase complementation, luminescence, 4 h. inhibition, % at 4 µM. hit rate 0.78% among 360,000;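 active means inhibition above the mean inhibition across every tested compound plus 3 SD, cut at about 22% in these data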;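 further: 0% = DMSO only wells and the 100% control is not disclosed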
Glyco luc inh = N-linked glycosylation inhibition | D54 ERlucT glycosylation luciferase reporter, 24 h; percent of 100 nM tunicamycin response | hit rate 0.23% among 360,000 | reporter increase, % at 12.5 µM;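 active means mean luciferase reporter signal, scaled so untreated is 0 and the glycosylation-blocking control 100, at or above a set limit in every replicate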;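 further: luciferase carries N-glycosylation sites so blocking glycosylation raises the light; 0% = median of neutral control wells and 100% = median of 100 nM tunicamycin wells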
ABCB6 inh 2 = inhibitors of human ABC transporter ABCB6; Q9NP58; K562-ABCB6 porphyrin accumulation, flow cytometry, 1 h; hits give low values; fluorescence ratio to DMSO, % at 10 µM; hit rate 0.19% among 360,000; AID 602162;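 active means fluorescence ratio to DMSO below 75%, the collection mean minus 3 SD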;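 further: signal is porphyrin accumulated inside mitochondria; 100% equals median channel fluorescence of DMSO control wells; lower ratio means ABCB6 inhibition with less porphyrin fluorescence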
MC4R antag cAMP = antagonists of human melanocortin 4 receptor (MC4R); P32245; MC4R-expressing cells, MTII-stimulated cAMP, LANCE TR-FRET; inhibition, % at 6.5 µM; hit rate 0.48% among 360,000; AID 540295;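 active means inhibition above its plate's cutoff, the mean of tested wells on that plate plus 3 SD, cut at about 29% in these data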;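 further: 0% = Melanotan II alone and 100% = Melanotan II plus saturating MCL0020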
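Test system: U2OS cells stably expressing human melanocortin 4 receptor (MC4R); also added: Melanotan II challenge; compound: 6.5 µM single dose; timing: 30-min compound preincubation, 1-h Melanotan II challenge, 1-h detection, room temperature; signal: Eu-cAMP/anti-cAMP TR-FRET, emission 671 nm; repeats: one well per compound, no replicates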
Cardio protect = myocardial damage modulation in H9c2 cells | hit rate 0.63% among 360,000 | protection from H2O2 cell death, % at 20 µM | H9c2 cardiomyocytes, H2O2 injury protection, ATPLite, 2 h | AID 588492;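 active means compounds giving at least 50% protection of heart cells from peroxide-induced death in the single-dose screen, raw or plate-pattern-corrected value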;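 further: 0% = DMSO wells with peroxide and 100% = DMSO wells without peroxide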
* hit, by the source's call; / = no result given. Rows were taken by chance; any-hit rate near 4.2%.

SMILES	HTR2A ag	CaV13 ICDI inh	PDI turbidity	Exocytosis inh	MC4R ag barr	ABHD5-PLIN5 inh	Glyco luc inh	ABCB6 inh 2	MC4R antag cAMP	Cardio protect
N/C(Cn1cncn1)=N\NC(=O)C(=O)Nc1ccc(Cl)cc1Cl	-1	-5	3	-5	-2.5	-4	-1	103	4	-4
COc1ccc(OC)c(/C=C/C(=O)N(C)CC(=O)Nc2ccc(C)cc2)c1	2	-6	4	-6	1.7	4	3	96	-9	4
O=C(NCCN1CCNCC1)c1ccccc1O	4	-18	1	6	-0.6	2	-1	88	8	-3
CCN(CC)C(=O)Nc1c(C)n(C)n(-c2ccccc2)c1=O	-2	/	5	-3	-1.6	2	0	98	2	0
COc1ccc(CNC(=O)c2ccc(NC(=O)CC3SC(N4CCCCC4)=NC3=O)cc2)cc1 (centres undefined)	-1	/	4	-2	-1.6	2	0	95	8	-17
O=C(CCc1nc(-c2ccccc2)no1)NC1CCCCCC1	3	-5	1	-2	-1.0	-6	-1	97	0	-10
Cc1ccc(OCc2nnc(SCC(=O)c3cccc([N+](=O)[O-])c3)n2C)cc1	-2	-5	-1	-2	-0.7	-4	5	92	10	-5
CC(C)(C)OC(=O)N1CCC(C(=O)NNC(=O)c2ccc(Cl)cc2Cl)CC1	1	-5	-9	-3	-2.1	8	3	94	4	2
CCN(CC)C(=O)Cn1c(=O)oc2ccccc21	-2	-5	-1	6	0.2	6	1	106	10	4
COc1ccc(OC)c(NC(=O)CSc2ccccc2)c1	2	-4	-5	-1	-2.3	-4	-2	97	-2	1
Nc1ccc(C(=O)OCc2csc(-c3ccccc3)n2)cc1[N+](=O)[O-]	2	-5	-8	2	0.5	4	-1	95	15	-5
COc1cccc(Cn2cc(C)cc(NC(=O)NCc3ccccc3)c2=O)c1	3	-6	-2	-4	0.1	-11	-2	96	-3	-10
CCC(Sc1nc2ccccc2o1)C(=O)Nc1nnc(C)s1 (centres undefined)	3	-9	11	-1	-3.2	-1	-2	99	5	0
Fc1ccc(OCCCCCCN2CCCC2)cc1	-6	-7	-1	-1	-0.4	1	-4	102	0	-7
CCOC(=O)C1CCCN(S(=O)(=O)c2c(C)noc2C)C1 (centres undefined)	0	/	-8	0	-2.3	7	0	94	2	-2
O=C(Nc1nccs1)c1ccc(-c2ccc([N+](=O)[O-])cc2)o1	-3	-52	-2	2	0.5	4	-3	99	13	-8
CCOC(=O)C(C(=O)c1ccccc1)C(c1ccccc1)c1nccc2ccccc12 (centres undefined)	-2	-9	6	-1	0.9	-9	-2	97	20	-6
CC(C)(CC(=O)O)Cc1nc(-c2ccc(Cl)cc2)no1	0	-6	10	3	0.0	-5	3	102	5	-5
CC(=O)NC(CC(=O)NC1CCCCCC1)c1ccccc1 (centres undefined)	0	-5	7	0	2.8	12	-4	105	3	-1
CC(C)(C)c1ccc(C(=O)NCC(=O)OCC(=O)N2CCN(S(=O)(=O)c3ccc(Cl)cc3)CC2)cc1	-4	-6	-2	1	-3.5	-9	1	91	4	-13
CC[C@]12C(=O)N(C)C[C@H]([C@@H]3C(=O)N(C)C(=O)[C@@H]31)N2C(=O)c1ccc(F)cc1	4	-12	11	-5	-0.7	3	3	92	0	2
CC(C)NC(=O)CSc1nc(-c2ccccc2)cs1	4	-7	8	-1	-0.6	-4	-4	101	1	-9
CC(C)OC(=O)c1cc(NC(=O)C2C3CCC(O3)C2C(=O)O)cc(C(=O)OC(C)C)c1 (centres undefined)	0	/	-4	3	-0.2	1	-1	106	11	-1
CC(C)c1cccc(C(C)C)c1NC(=O)CN(C)C1CCS(=O)(=O)C1 (centres undefined)	-5	-5	-10	-4	-1.4	-5	0	98	-1	7
Cc1nc(NC(=O)c2ccccc2)sc1-c1cc(C(=O)N2CCOCC2)nn1Cc1ccccc1	-3	-6	-6	2	-0.6	4	1	97	8	30
CC(C)NC(=O)c1ccc(CN2CCc3ccccc3C2)cc1	-2	-20	9	-6	-0.2	0	-2	91	10	21
Cc1cc(=O)oc2cc(OCC(=O)NCC3CCCO3)ccc12 (centres undefined)	1	-6	4	6	-1.4	0	2	94	4	4
Cc1nn(-c2ccccc2)c(C)c1C(=O)OCC(=O)Nc1ccccc1	-4	-1	3	-1	-1.0	-4	-1	100	7	-7
CCOC(=O)c1cnn(-c2nc(-c3ccccc3)nc3c2COC(C)(C)C3)c1N	1	0	-15	0	-1.0	7	19	97	6	-1
CCOc1ccc(N2C(=O)/C(=C\c3ccc(OC)c(O)c3)S(=O)(=O)C2c2cccc([N+](=O)[O-])c2)cc1 (centres undefined)	3	-5	12	1	-3.1	5	0	87	-1	7
O=C(COC(=O)c1cccnc1Cl)NCc1ccc2c(c1)OCO2	-3	-3	-7	1	-2.1	-1	1	94	-1	-2
O=C(NC(=S)N1CCN(Cc2ccccc2)CC1)c1ccco1	7	-5	-5	-6	-3.5	-4	0	99	6	2
CC(=O)N(Cc1cc2c(C)cc(C)cc2[nH]c1=O)C1CCCCC1	5	/	3	2	3.7	6	0	96	-5	-4
N/C(=N\OC(=O)CSc1ccccc1)c1cccc([N+](=O)[O-])c1	0	-14	5	3	-1.5	-6	4	106	2	-7
COn1c(-c2ccc(Cl)cc2)nc2ccc(Cl)cc21	-4	-6	-5	2	2.5	-16	-1	95	4	-4
COc1cc(OC)c(C(=O)OCC(=O)NC2CCCCCCC2)cc1OC	0	-5	11	2	-1.4	-7	3	91	-8	4
O=c1cc(C(F)(F)F)[nH]c2ccc(OC(F)(F)F)cc12	13	-22	-6	15	1.5	-1	-2	99	5	-13
COc1cc(OC)nc(Nc2nc(C(N)Cc3ccc(C(F)(F)F)cc3)cs2)n1 (centres undefined)	6	-9	4	41	29*	4	-5	96	9	-12
CC1(C)N=C(N)NC(Nc2ccccc2Cl)=N1	-2	-5	-9	-2	-0.8	-4	3	101	-1	3
O=C(Nc1nc2cc3c(cc2s1)OCCO3)c1cccs1	3	-7	1	6	-0.4	9	-18	96	17	-17
Cc1cccc(-c2noc(CCC(=O)Nc3ccccc3)n2)c1	-1	-8	-2	10	-0.2	-2	2	98	-1	-14
Cc1ccc(NCc2nnc(SCC(=O)Nc3cccc(O)c3)n2CC2CCCO2)c(C)c1 (centres undefined)	-5	/	-8	0	-2.2	0	1	90	3	6
CCc1nc(N2CCOCC2)c(C#N)c2c1CCCC2	-1	/	5	3	-1.5	-4	-1	97	10	-8
COc1ccc(CN2C(=O)C(CC(=O)NCCc3ccccn3)CC(C(=O)N(C(C)C)C(C)C)=C2C)cc1 (centres undefined)	11	-6	1	0	-1.2	4	0	97	-1	11
COc1ccc(CCN(C)CCCN2CC(c3ccccc3)CC2=O)cc1OC (centres undefined)	-7	5	2	3	-2.0	-13	-1	103	1	5
CCOC(=O)C1CCN(C(=O)Cc2ccc(-c3ccccc3)cc2)CC1	-3	-20	3	2	0.3	6	3	96	9	2
CCCc1cc(NCc2ccccn2)n2c(nc3ccccc32)c1C#N	-3	-6	-1	0	3.5	-2	2	92	18	12
Cc1cc(C)c(C2=Nn3c(C)nnc3SC2C)cc1C (centres undefined)	10	-7	7	23	-2.3	-8	0	92	9	-17
Cn1cc([C@]2(O)C(=O)Nc3c(F)cccc32)c2ccccc21	3	-6	/	7	/	0	/	/	/	/
O=C1/C(=N\O)Cc2ccccc21	-1	-5	5	2	-1.2	-2	2	103	4	6

Reprinted from the part before: 2 compounds, followed by the next part.
SMILES	HTR2A ag	CaV13 ICDI inh	PDI turbidity	Exocytosis inh	MC4R ag barr	ABHD5-PLIN5 inh	Glyco luc inh	ABCB6 inh 2	MC4R antag cAMP	Cardio protect
Cn1cc([C@]2(O)C(=O)Nc3c(F)cccc32)c2ccccc21	3	-6	/	7	/	0	/	/	/	/
O=C1/C(=N\O)Cc2ccccc21	-1	-5	5	2	-1.2	-2	2	103	4	6
Cn1c(CNC(=O)CCNC(=O)c2ccccc2F)cc(=O)n(C)c1=O	3	-7	6	0	-2.4	-1	0	93	1	2
CN1CCN(C(=O)Cn2c(C(F)(F)F)nc3ccccc32)CC1	4	-3	6	4	0.2	1	1	101	6	3
CCOC(=O)c1cn(C2CC2)c2c(F)c(NCCCN(C)C)c(F)cc2c1=O	-4	-4	0	7	-0.2	0	-2	103	0	-1
Cc1ccc(C)n1-c1ccc(C(=O)NCC2CCCO2)cc1 (centres undefined)	7	-5	2	3	-1.0	11	4	84	1	2
NC(=O)NC(CC(=O)NCCCc1ccccc1)c1ccc(Cl)cc1 (centres undefined)	-8	3	-3	0	-2.5	0	1	97	4	2
CCCCNC(=O)C1(C)CCCCN1C(=O)c1ccc2c(c1)CCO2 (centres undefined)	18*	-6	-2	1	1.0	5	1	92	-2	8
Cc1cc(C)cc(OC2CCCCC2NS(=O)(=O)c2ccccc2)c1 (centres undefined)	0	-5	-4	5	5.6	-2	-3	102	9	-7
O=C(CCS(=O)(=O)Cc1ccccc1)Nc1ccc2c(c1)OCCO2	3	4	-1	0	-2.6	6	1	98	7	1
Cc1ccc(Cl)c(NC(=O)COC(=O)CNS(=O)(=O)/C=C/c2ccccc2)c1Cl	5	-6	-2	0	0.8	44*	1	87	10	-6
CC1CCCCC12NC(=O)N(CC(=O)N1CCN(S(=O)(=O)c3cccs3)CC1)C2=O (centres undefined)	-3	-2	-3	-4	-4.1	6	-1	98	-3	2
CCCCNC(C(=O)Nc1ccc(Cl)c([N+](=O)[O-])c1)c1ccccc1 (centres undefined)	-8	-8	16	0	-2.1	0	0	90	7	-10
Cc1ccc([C@H]2C[C@H](O)[C@@H](n3cc(-c4ccc(F)cc4)nn3)CN2C(=O)c2cccs2)cc1	-9	-7	-3	18	-0.3	-14	2	93	9	-6
NCC(=O)NNC(=O)OCC1c2ccccc2-c2ccccc21	-1	-7	-71	6	-1.0	-4	1	107	1	11
O=C(c1ccco1)N(Cc1ccc2c(c1)OCO2)Cc1cc2cc3c(cc2[nH]c1=O)OCO3	2	-2	3	4	-1.2	5	0	95	9	2
O=C(Nc1ccn(CCCN(CCCn2ccc(NC(=O)OCc3ccccc3)nc2=O)CCc2cc3ccccc3[nH]2)c(=O)n1)OCc1ccccc1	-1	-6	-8	2	-0.9	6	-1	97	12	-2
Fc1ccc(Oc2ncccn2)c(F)c1	-2	1	8	4	-1.6	-4	0	106	21	2
Cc1csc(N/N=C\c2cccnc2)n1	-2	-5	-5	-2	-3.2	-4	2	103	-6	16
CCOC(=O)C1=C(O)/C(=C/N(C)C)N=C1C	-1	0	2	-2	1.6	-7	0	200	4	5
Cc1ccc(N(C(=O)c2csnn2)C(C(=O)NC2CCCCC2)c2ccncc2)cc1 (centres undefined)	12	-5	-5	-4	-0.7	-12	5	97	5	1

Screens from PubChem BioAssay.
